Source: PubChem (Fisher Drug Discovery Resource Center)
mcGAS lum = inhibitors of mouse cGAS | Q8C6L5 | recombinant cGAS, Kinase-Glo ATP depletion luminescence | inhibition, % at 12.5 µM | 160,000 compounds, 0.15% hits | AID 1259399;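 further: 0% = negative control wells and 100% = reference inhibitor with no enzyme activity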
hcGAS lum = blocks human cGAS activity. recombinant h-cGAS, ATP depletion, Kinase-Glo luminescence. inhibition, % at 12.5 µM. 290,000 compounds, 0.081% hits. AID 1259398;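 further: 0% = vehicle reaction and 100% = reaction without DNA for no activity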
Target sequence (Q8N884 whole entry, looked up): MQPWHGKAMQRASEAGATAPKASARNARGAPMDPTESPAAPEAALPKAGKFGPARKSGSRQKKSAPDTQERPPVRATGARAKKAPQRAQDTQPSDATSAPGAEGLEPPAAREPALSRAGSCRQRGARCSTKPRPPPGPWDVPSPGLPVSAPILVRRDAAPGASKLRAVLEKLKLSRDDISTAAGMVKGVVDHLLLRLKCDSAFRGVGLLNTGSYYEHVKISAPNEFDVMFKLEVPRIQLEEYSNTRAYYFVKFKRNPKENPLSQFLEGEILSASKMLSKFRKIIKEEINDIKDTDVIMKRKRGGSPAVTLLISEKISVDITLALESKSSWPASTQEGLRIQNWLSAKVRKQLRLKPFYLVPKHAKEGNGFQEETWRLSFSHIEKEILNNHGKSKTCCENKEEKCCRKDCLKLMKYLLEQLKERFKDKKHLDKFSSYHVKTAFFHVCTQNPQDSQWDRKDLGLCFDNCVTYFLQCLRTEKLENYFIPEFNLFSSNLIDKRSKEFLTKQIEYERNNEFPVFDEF
NPYLR7 ag = mosquito NPYLR7 agonism; HEK293T NPYLR7/Galpha15, GCaMP6s calcium fluorescence; AID 1259423; activation, % at 10 µM; 270,000 compounds, 0.15% hits; in the data active means activation above about 40%;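 further: 0% = vehicle and 100% = reference agonist at the receptor; some compounds past the cut are filed as inactive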
The depositor's hits bear a star; · = no result given; & = joins results of further samples. Unless noted, no stated cut-off is given here; in the data, active means inhibition above about 40%; inactive means the rest.

Start of the data: the first two entries, to show the layout:
SMILES	mcGAS lum	hcGAS lum	NPYLR7 ag
O=S(=O)(c1ccc(F)cc1F)N1CCNCC1	-5	-2	1
Cc1cc(C(=O)N(C)CCCc2cnn(C)c2)n[nH]1	·	-5	9

The listing, from the first entry:
SMILES	mcGAS lum	hcGAS lum	NPYLR7 ag
O=S(=O)(c1ccc(F)cc1F)N1CCNCC1	-5	-2	1
Cc1cc(C(=O)N(C)CCCc2cnn(C)c2)n[nH]1	·	-5	9
O=C(c1ccc(Oc2ccccc2)cc1)C1CCCN(C(=O)c2cscn2)C1 (stereo not given)	·	4	-3
Cc1ccc(C2=NN(C(=O)CN3CCc4ccccc4C3)C(c3ccc(C)cc3)C2)cc1 (stereo not given)	0	0	-8
CC(C)(O/N=C(\C(=O)NC1C(=O)N2C(C(=O)O)=C(C[n+]3ccccc3)CSC12)c1csc(N)n1)C(=O)O (stereo not given)	·	-2	-13
CC(C)CN(C#N)c1nc(N2CCOCC2)nc(N2CCOCC2)n1	·	-10	0
CC1CCN(c2nc3c(c(=O)[nH]c(=O)n3C)n2CCCSc2nc3ccccc3s2)CC1	·	3	4
CCCc1cc(=O)n2[nH]c(C)c(-c3cccc(Cl)c3)c2n1	·	-4	-19
CCOCCCn1c(SCc2cc(Cl)cc3c2OCOC3)nc2cc(S(=O)(=O)N3CCOCC3)ccc21	-5	-4	5
CNC(=O)Nc1ccc(NC(=O)CC/C=C/c2ccccc2)cc1	·	-7	9
COc1ccccc1N1CCN(C(=O)c2ccccc2Cl)C(C)C1=O (stereo not given)	-4	-4	6
CC1(C)CC(NC(=O)c2cc(Cn3ccc4ccccc43)[nH]n2)CCO1 (stereo not given)	·	-7	11
CC(C)N1CCC(C)(C(=O)Nc2cccc3c2CCCC3)C1 (stereo not given)	·	-15	2
Cn1c(SCC(=O)NCC2CCCO2)nc2c(-c3ccccc3)c[nH]c2c1=O (stereo not given)	0	-1	-2
CCc1ccccc1OCCN(C)C(=O)c1cnc2ccnn2c1C	-11	-7	·
CC(=O)N1CCN(c2ncccc2CNC(=O)c2ccc3ccccc3c2)CC1	·	-8	18
CCOC(=O)c1ccc(NC(=O)CSc2ccc(-c3ccncc3)nn2)cc1	-7	-4	8
O=S(=O)(c1ccc(Cl)cc1Cl)N1CCN(c2nccc(-c3ccc(-n4ccnc4)cc3)n2)CC1	3	3	6
COc1c(F)cc(-c2c(-c3ccccc3)ncn2CCNC(C)=O)cc1F	-13	0	21
Cc1nn(C)c(C)c1NC(=O)CCc1ccc(Cl)cc1	·	-2	0
O=S(=O)(c1cc(F)ccc1F)N1CCN(Cc2nnnn2C2CC2)CC1	-6	-3	11
O=C(NC(C(=O)N1CCOCC1)C1CCN(C(=O)c2ccc(Cl)cc2)CC1)c1cccs1 (stereo not given)	-3	-3	0
CC(C)CC(=O)Nn1c(O)c(C2=c3ccccc3=NC2=O)sc1=S	-3	-2	-5
Cc1nc(C)c(Cc2ccccc2F)c(N2CCN(C(=O)c3cccs3)CC2)n1	-4	-9	36
O=C(OCc1cnn(-c2ccccc2)c1)c1ccc(O)cc1O	·	-7	5
Next part
SMILES	mcGAS lum	hcGAS lum	NPYLR7 ag
CC(C)Cc1cc(-c2nn3c(-c4cccnc4)nnc3s2)n[nH]1	·	-4	-10
CC1CCc2ccccc2N1C(=O)CS(=O)Cc1cc(Cl)cc2c1OCOC2 (stereo not given)	-17	-8	0
COc1ccccc1CNC(=O)CCCc1nnc2c(=O)n(-c3ccc(Cl)cc3)ccn12	-8	-6	-2
Cn1nnc2cc(C(=O)N3CCCC4(C=Cc5ccccc5O4)CC3)ccc21 (stereo not given)	-12	-8	-7
COc1ccc(/C=N\NC2=NS(=O)(=O)c3ccccc32)cc1	-9	3	3
O=C(Nc1ccccc1SCc1ccccc1F)c1cccc(=O)[nH]1	·	-5	10
Cc1ccc(-n2c(SCC(=O)NCc3ccccc3)nnc2-c2cccnc2)cc1	-3	0	·
CCC(=O)N(Cc1cc(NC(=O)C2CCCC2)ccc1N(C)C)C1CCCCC1	-6	-7	28
O=C(NCC(c1ccccc1)N1CCCC1)c1cccc(S(=O)(=O)N2CCCCC2)c1 (stereo not given)	-8	-4	1
NC(=O)C1CCN(C(=O)c2cccc(CSc3nc(Cl)cc(N4CCCCC4)n3)c2)CC1	-3	0	9
Cc1cnn(CC(=O)N2CCC(=O)N(Cc3ccc(F)cc3)C(C(C)C)C2)c1 (stereo not given)	·	2	1
CC(C)n1cncc1CN1CCN2CCN(C)CC2C1 (stereo not given)	-7	-8	·
N#Cc1nc2ccccc2cc1Br	·	0	0
Cc1ccc(C(=O)N2C(C(=O)N3CCCC3)COC23CCN(C(=O)c2ccccc2Cl)CC3)cc1 (stereo not given)	-4	-4	-1
CCCc1cc(C(=O)N2CCC(CCC(=O)NC3CC3)CC2)no1	·	-5	20
COc1ccc(N2C(=O)CSC2c2ccc(NC(C)=O)cc2)cc1 (stereo not given)	1	4	·
CN(C)S(=O)(=O)N1CCCCC1c1ccc(F)cc1 (stereo not given)	-15	-8	0
Cc1cc(N2CCCN(Cc3cn(C)nc3-c3ccccc3)CC2)ccn1	·	-1	-17
CC1CCC(C#N)(N(C)C(=O)CN(C)CC(=O)Nc2ccc(Cl)cc2)CC1 (stereo not given)	·	-4	5
FC(F)CN1CCC(NC/C=C/c2ccccc2)CC1	·	-8	2
COCCn1c(N2CCN(Cc3cc(C)ccc3C)CC2)nc2c1c(=O)[nH]c(=O)n2C	·	-6	10
Cc1cnn(C(C)C2CC2)c1NC(=O)c1ccc(Cn2cnnn2)cc1 (stereo not given)	-8	-2	3
CC1NCCc2sccc21 (stereo not given)	·	-8	6
COc1ccccc1C(C)NC(=O)Cn1cnc2cc(Br)ccc2c1=O (stereo not given)	·	0	-1
COc1ccccc1NC(=O)c1c(N=Cc2cc(Cl)cc(Cl)c2OC)cnn1C	1	0	0

Five entries from above in another layout.
Compound,mcGAS lum,hcGAS lum,NPYLR7 ag
CC(=O)N1CCN(c2ncccc2CNC(=O)c2ccc3ccccc3c2)CC1,·,-8,18
CCOC(=O)c1ccc(NC(=O)CSc2ccc(-c3ccncc3)nn2)cc1,-7,-4,8
O=S(=O)(c1ccc(Cl)cc1Cl)N1CCN(c2nccc(-c3ccc(-n4ccnc4)cc3)n2)CC1,3,3,6
COc1c(F)cc(-c2c(-c3ccccc3)ncn2CCNC(C)=O)cc1F,-13,0,21
Cc1nn(C)c(C)c1NC(=O)CCc1ccc(Cl)cc1,·,-2,0

More compounds follow.
SMILES	mcGAS lum	hcGAS lum	NPYLR7 ag
Cn1ccnc1CNc1ccc(I)cc1	·	-6	2
Cc1occc1C(=O)NCC(=O)Nc1cc(Cl)ccc1O	1	5	3
CCc1ccc(S(=O)(=O)NCCOc2ccc(-c3ccco3)nn2)s1	-8	-10	-5
Cc1cccc(CNC(=O)c2sc(=O)[nH]c2C)c1	·	-5	0
CN(C(=S)NC1(C)CCS(=O)(=O)C1)C1CCS(=O)(=O)C1 (stereo not given)	-5	-7	·
CCOC(=O)c1nn(-c2ccc(F)cc2)c(=O)cc1NCCCN1CCOCC1	·	-2	7
Cc1cc(C)cc(NC2=NC3CS(=O)(=O)CC3S2)c1 (stereo not given)	·	11	0
CCOc1cc2c(cc1NC(=O)c1ccc(SC)cc1OC)OC(C)C2 (stereo not given)	-8	-6	-1
CC(c1ccncn1)N(C)Cc1cn(Cc2ccccc2)nc1-c1ccc2c(c1)OCO2 (stereo not given)	-6	-6	1
CC(C)(C)c1ccc(NC(=O)N2CCn3cccc3C2c2cccnc2)cc1 (stereo not given)	·	-4	11
CN(C)c1ccc(S(N)(=O)=O)cn1	·	-9	-1
C=CCCC(=O)NCc1ccc(-c2ncc(-c3cccc(OC)c3)[nH]2)cc1	-6	-6	-7
CCc1nc(SCC(=O)NC(C)CN2CCc3ccccc3C2)n[nH]1 (stereo not given)	-17	-4	7
Nc1ccc2c(c1)CN(S(=O)(=O)c1ccccc1)CC2	·	-1	-3
CC1(C)CN=C(NC2CCCCC2)S1	-1	-5	·
CN(c1cc(C(=O)NCc2cccc(Cl)c2)c2ccccc2n1)C1CCCCC1	-3	-11	13
Cc1ccc2c(c1)Oc1ccc(C)cc1C(N1CCN(C(=O)Nc3ccccc3)C(C)C1)=N2 (stereo not given)	-5	-6	·
S=c1nn[nH]c2c1sc1nc(N3CCOCC3)c3c(c12)CCCC3	-5	-3	12
O=C(Cc1c(F)cccc1Cl)Nc1c(Cl)ncnc1-n1cccn1	-5	-5	-4
O=P1(Nc2ccc(Br)cc2)C=C(c2ccccc2)OC(c2ccccc2)=C1	·	-9	1
Cc1cc2cc(C(=O)N3CCC(CCC(=O)NCc4cccc(Cl)c4)CC3)ccc2o1	-11	-7	·
C=Cc1cc(OC)c(OCc2ccn(C(C)C)n2)c(OC)c1	-12	-5	1
COc1ccc(Br)c(C(=O)NNC(=O)c2ccc(Br)cc2)c1	-10	-7	5
Cc1c(C(C)NC(=O)C2CCOCC2)cnn1-c1ccccn1 (stereo not given)	·	-3	20
Cc1c(C(=O)N2CCCC(N3CCc4ccccc4C3)C2)cnc2ccnn12 (stereo not given)	·	-5	18
(next part)
SMILES	mcGAS lum	hcGAS lum	NPYLR7 ag
COc1ccc(-c2nc3ccccc3o2)cc1NC(=O)c1ccc(C(C)C)cc1	-6	-4	-4
COCCC1CN(C(=O)c2ccc(NC(C)=O)cc2C)CCO1 (stereo not given)	-6	7	5
N#Cc1nc(-c2ccc(S(=O)(=O)N3CCCC3)cc2)oc1NCc1cccnc1	-7	-6	2
CC(=O)NC1CCN(C(=O)c2cccc(CC3CCNCC3)c2)CC1	·	-4	9
Cc1cc(C)n(CCCn2cc(-c3cccc4ccccc34)nn2)n1	-12	-2	-1
CCCCC(=O)Nc1oc2c(C)cccc2c(=O)c1-c1cc(OC)c(OC)c(OC)c1	·	-4	6
COc1cc(Cl)ccc1C(=O)N1CCCC(N2CCC(CO)CC2)C1 (stereo not given)	3	5	-1
O=C(N1CCC(OCc2ccccn2)CC1)C1(N2CCCC2)CCCC1	-1	-6	·
Cc1c(C(=O)NN=Cc2ccc(-c3cccc(C(=O)O)c3)o2)sc(N)c1C#N	20	5	2
CC(C)CN(Cc1ccsc1)C(=O)Cn1cnc2ccsc2c1=O	·	1	-7
COc1ccc(NC(=O)N(C)CC(O)COCCOC(C)C)cn1 (stereo not given)	·	-5	4
COc1ccc(CN2CCC(CNC(C)=O)C2)c(OC)c1C (stereo not given)	0	2	2
CCOc1ccc(S(=O)(=O)Nc2cc(OC)c(OC)cc2C(=O)OC)cc1OCC	·	5	-5
O=c1cnn([C@@H]2O[C@H](CO)[C@@H](O)[C@H]2O)c(=O)[nH]1	·	0	-4
CCc1nc2c(N3C[C@H]4CC=CC[C@H]4C3)ncnc2o1	·	3	3
COCCCNC(=O)c1c(N)n(/N=C\c2c[nH]c3ccccc23)c2nc3ccccc3nc12	-9	-5	3
CC(C)Cc1nc2cc(NS(=O)(=O)N(C)C)cc(C(=O)NC3CCc4ccccc43)c2n1C (stereo not given)	-8	-6	0
CC1CCCN(c2cc(C(=O)N3CCC(Cc4ccccc4)CC3)c3ccccc3n2)C1 (stereo not given)	-3	0	-2
N#Cc1c(NC(=O)Cn2cnc([N+](=O)[O-])n2)sc2c1CCCC2	-3	-4	-6
O=C1OC(/C=C/c2ccccc2)=NC/1=C\c1coc2ccc(Cl)cc2c1=O	·	-2	-1
Cc1ccc(/C=C/c2nc3s/c(=C\c4ccc([N+](=O)[O-])cc4)c(=O)n3n2)cc1	-7	-9	9
CC(=O)Nc1cnc(-c2cc(C)c(O)c(C)c2)cn1	·	-17	4
C=CCN1C(=O)NC2(O)C(=O)c3ccccc3C12O (stereo not given)	·	-13	1
C=CCn1c(SCc2ccc(F)cc2)nc2c1c(=O)[nH]c(=O)n2C	-4	-3	-1
O[C@H]1CCCC[C@@H]1N1CCN(C2CCC3(CCNCC3)CC2)CC1	·	-1	6
(list continues)
SMILES	mcGAS lum	hcGAS lum	NPYLR7 ag
CCCCc1ccc(NC(=O)c2cc3ccccc3oc2=O)cc1	-6	-6	-1
CC(C)(C)OC(=O)N1CCC(Oc2ccc(NS(=O)(=O)c3ccc4c(c3)CN(C(=O)C(F)(F)F)CC4)cc2)C1 (stereo not given)	-6	-3	2
CCN(CC(=O)NCc1ccc(Cl)cc1)C(=O)c1cccc(CS(C)(=O)=O)c1	·	6	5
COc1ccc(C(=O)O)cc1NS(=O)(=O)C(F)(F)F	·	-9	5
CCONC(=O)c1csc(CSc2nnc(-c3cccnc3)n2-c2ccccc2C)n1	-6	-18	-3
COc1ccc(Cl)cc1C(=O)C1CCCN(Cc2cccc3c2OCO3)C1 (stereo not given)	·	-4&-8	-5&8
COCCCN(Cc1c(C)nn(-c2ccccc2)c1N1CCN(C)CC1)C(=O)C1CCCCC1	-6	-10	0
Cc1ccc(Cc2nc(N3CCN(C(=O)C4CCCC4)CC3)c3c(-c4cccnc4)noc3n2)cc1	-7	-8	18
Cc1cn2c3c(=O)n(C)c(=O)n(C)c3nc2n1-c1ccccc1OCCN1CCCCC1	-3	0	3
Cc1ccc(NC(=O)Cn2nc(C)c([N+](=O)[O-])c2C)nc1	·	-6	4
CSCc1ccc(C(=O)N(C)Cc2nc3ccc(C)cc3[nH]2)o1	-15	-6	-4

One compound at a time, from the list above:
`Cc1cn2c3c(=O)n(C)c(=O)n(C)c3nc2n1-c1ccccc1OCCN1CCCCC1` in the list: mcGAS lum = -3; hcGAS lum = 0; NPYLR7 ag = 3
`Cc1ccc(NC(=O)Cn2nc(C)c([N+](=O)[O-])c2C)nc1` in the list: mcGAS lum = ·; hcGAS lum = -6; NPYLR7 ag = 4
